High-throughput results as filed in PubChem BioAssay.
Mm-Cpn inhibitor: inhibitors of Methanococcus maripaludis chaperonin (MmCpn); purified Mm-Cpn ATPase, ADP Transcreener TR-FRET; 0.031% of 330,000 active; Potency, µM (highest dose often 76.9 µM), for the others: top-dose activity, negative = inhibition, actives largely listed as inhibitors; also: potency is read from the fitted curve at half-maximal effect; % is scaled to controls: 0 for no effect and ±100 for the full control effect; nearly all actives have a fitted effect of over 80% in size
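Inhibition of chaperonin ATP hydrolysis is measured as reduced ADP production, detected by competitive TR-FRET in which signal falls with ADP. Final enzyme 25 nM and ATP 10 uM, reacted 30 min at 37°C.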
Akt phos inh: Akt phosphorylation inhibition. Neuro2A IGF-stimulated pAkt S473 HTRF, 20 min; active compounds read low. activity change, % for hits at 50 µM. 0.32% of 360,000 active; in the data active = activity change below about -80%; inconclusive = mostly about -51% to -80%; also: % is scaled to controls: 0 for no effect and ±100 for the full control effect
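Neuro2A cells in DMEM with 0.5% FBS, overnight at 37 deg C, given compound at single 50 µM final, then IGF (6 nM final) for 20 min at 37 deg C. Lysed; phospho-Akt Ser473 by HTRF after 24 h, 665/615 ratio.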
DRD3 agonist: agonists of human D3 dopamine receptor; AID 652048; D3R DiscoveRx beta-arrestin cells, luminescence, 90 min; max activation, %; 0.58% of 410,000 active; P35462; in the data active = max activation above about 30%; also: 0% is about no effect; mostly tested at two doses, the higher about 12 µM
Target sequence (P35462 whole entry, looked up): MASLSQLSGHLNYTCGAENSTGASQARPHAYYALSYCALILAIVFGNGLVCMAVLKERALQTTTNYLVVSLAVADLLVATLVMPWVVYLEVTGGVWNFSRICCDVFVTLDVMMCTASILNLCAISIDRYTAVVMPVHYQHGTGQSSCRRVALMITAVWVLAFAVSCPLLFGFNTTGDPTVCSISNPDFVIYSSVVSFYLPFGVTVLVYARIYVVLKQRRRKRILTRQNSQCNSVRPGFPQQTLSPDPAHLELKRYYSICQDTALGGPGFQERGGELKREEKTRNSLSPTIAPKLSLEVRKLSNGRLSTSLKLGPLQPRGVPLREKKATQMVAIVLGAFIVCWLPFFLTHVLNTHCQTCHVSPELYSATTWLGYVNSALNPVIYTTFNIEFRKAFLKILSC
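Cells at 1500/well, incubated overnight, then treated with pinned compounds (dopamine as control) for 90 min at 37 degrees C. DiscoveRx reagent added for 30 - 60 minutes at room temperature; luminescence read.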
EPAC2 agonist: agonists of human EPAC2 (RAPGEF4); Potency, µM (doses to about 154 µM), without a hit: at the top dose activation, hits mostly activators; EPAC2 activation, biochemical qHTS; response scale: 100% = 6.5 mM cAMP response; Q8WZA2; 0.079% of 360,000 active; AID 720711; also: potency is read from the fitted curve at half-maximal effect; nearly all actives have a fitted effect of over 50% in size
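Setup: EPAC2 100 nM, labeled Rap1B complex 250 nM, free GDP 50 uM. Compound titrations pinned in, brief spin, 5 min room temperature incubation. Kinetic fluorescence read over 30 min, normalized to 6.5 mM cAMP.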
EPAC2 antag: antagonists of human EPAC2 | Q8WZA2 | EPAC2 GEF exchange of Rap1B-BODIPY-GDP, fluorescence | Potency, µM (doses to about 114 µM), for the others: at the top dose activity, negative = inhibition, hits mostly inhibitors | 0.18% of 360,000 active; also: potency is read from the fitted curve at half-maximal effect; % is scaled to controls: 0 for no effect and ±100 for the full control effect; nearly all actives have a fitted effect of over 45% in size; many of its hits are not listed in these tables
CCT modulator: cytosolic chaperonin activity modulation; activity change, % (concentration not given with the values), hits read low; 0.3% of 360,000 active; purified chaperonin ATPase assay, HTRF ADP detection, 30 min; in the data active = activity change below about -30%; also: % is scaled to controls: 0 for no effect and ±100 for the full control effect
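Enzyme 40 or 20 nM (batch-dependent) in Tris pH 7.4/KCl/MgCl2/DTT; cpd 76 uM single point; ATP 10 uM; 30 min 37 °C; Transcreener ADP HTRF detection, 30 min RT; ratio 665/615.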
PTHR1 agonist: activates the human parathyroid hormone receptor PTHR1 | Q03431 | HEK293 GP2 PTHR1 cells, GloSensor cAMP luminescence, 1 h | Potency, µM (doses to about 115 µM), for the others: at the highest dose activation, hits mostly activators | 0.075% of 410,000 active | AID 743266; also: potency is read from the fitted curve at half-maximal effect; nearly all actives have a fitted effect of over 55% in size; some results filed as inactive show a strong effect at the top dose; inactives centre near -15; many of its hits are not listed in these tables
Target sequence (Q03431 whole entry, looked up): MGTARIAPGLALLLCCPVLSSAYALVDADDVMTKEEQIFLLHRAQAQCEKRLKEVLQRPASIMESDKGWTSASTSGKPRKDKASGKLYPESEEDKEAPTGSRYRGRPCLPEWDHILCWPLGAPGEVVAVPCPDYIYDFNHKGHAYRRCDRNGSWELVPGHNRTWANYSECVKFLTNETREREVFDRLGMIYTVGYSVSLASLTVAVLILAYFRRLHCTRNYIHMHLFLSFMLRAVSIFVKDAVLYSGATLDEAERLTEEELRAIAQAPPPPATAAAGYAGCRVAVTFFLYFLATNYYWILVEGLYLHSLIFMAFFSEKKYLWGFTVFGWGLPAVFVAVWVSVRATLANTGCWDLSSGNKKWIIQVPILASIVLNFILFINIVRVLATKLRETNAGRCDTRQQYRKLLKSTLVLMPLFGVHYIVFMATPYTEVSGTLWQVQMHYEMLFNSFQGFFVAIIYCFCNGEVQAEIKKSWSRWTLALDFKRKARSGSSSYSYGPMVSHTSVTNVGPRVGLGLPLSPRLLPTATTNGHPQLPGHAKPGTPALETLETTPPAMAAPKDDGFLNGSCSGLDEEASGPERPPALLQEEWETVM
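HEK-293-derived GP2 cells expressing PTHR1 and a GloSensor cAMP reporter, 3,000/well, plated overnight, given luciferin plus IBMX (each 0.5 mM as added) for 1 h at 37 °C, then compound for 1 h at 37 °C. Luminescence was read after 15 min at room temperature.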
D3 antag: blocks the human D3 dopamine receptor | AID 652054 | P35462 | D3R cells, DiscoveRx beta-arrestin luminescence, antagonist mode; active compounds read low | max response, negative = inhibition, % | 2.5% of 360,000 active; in the data active = max response below about -50%; inconclusive = no clear call, values can overlap the other calls; also: % is scaled to controls: 0 for no effect and ±100 for the full control effect; mostly tested at two doses, the higher about 12 µM
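Cells expressing the human receptor were seeded at 1500 cells/well, incubated overnight at 37 degrees C in 5% CO2, then exposed to library compounds with dopamine controls for 90 minutes at 37 degrees C before luminescent detection.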
An asterisk follows results filed as active; i = inactive; u = inconclusive; x = no result given; & = joins results of further samples; [ ] = dose if it differs, or a comment. Unless noted, calls follow the shape of the dose curve; as a rule, active = well fitted curve in the direction sought with a large enough effect; inconclusive = small, poorly fitted or top-dose-only effect, or another doubt; inactive = no such curve, though single readings can be large; an effect the other way counts as inactive or inconclusive.

SMILES	Mm-Cpn inhibitor	Akt phos inh	DRD3 agonist	EPAC2 agonist	EPAC2 antag	CCT modulator	PTHR1 agonist	D3 antag
ClCc1nnc(-c2ccccc2)o1	-1%	i	-6	20%	1%[57.1 µM]	-2.9	i	-1
COc1ccc(CCNC(=O)c2nnn(CC(=O)Nc3c(C)cc(C)cc3C)c2N)cc1OC	0%	i	7	3%	32%[activator]	0.8	i	0
COCCN=c1scc(-c2ccccc2)n1/N=C/c1c[nH]c2ccccc12	1%	i	7	18%	-5%	-1.5	-55%[inhibitor]	-10
Cc1nnc2n(Cc3ccccc3)c(=O)c3c4c(sc3n12)COC(C(C)C)C4 (centres undefined)	-2%	i	1	-16%	-5%	0.1	i	4
O=C(Nc1cccc(Cl)c1N1CCCC1)c1cccc(-c2cc3ccccc3oc2=O)c1	-6%	i	1	7%	6%	-4.3	i	-4
Cc1cc(Nc2n[nH]c(N)c2C#N)ccc1F	-9%	i	-2	-4%	-8%	0.6	i	1
Cc1ccc(S(=O)(=O)N(C)C[C@@H]2Oc3c(NC(=O)C4CC4)cccc3C(=O)N([C@@H](C)CO)C[C@@H]2C)cc1	0%	i	14	-10%	-11%	0.0	-13%	3
O=S(=O)(c1ccc(Oc2ccc(Br)cc2)cc1)N1CCOCC1	1%	-113%*	-14	19%	-13%	-8.9	-25%	0
Cc1ccc(OCCCCn2c(CO)nc3ccccc32)cc1	-6%	i	4	6%	-13%	-1.4	i	-8
COc1ccc(C)cc1NC(=O)CCC(=O)Nc1ccc2nc(N3CCN(C)CC3)cc(C)c2c1	-1%	i	-35	2%	5%	-2.4	i	u
O=C(CNCc1ccc(F)cc1)Nc1cc(S(=O)(=O)N2CCOCC2)ccc1Cl	0%	i	5	7%	-7%	1.4	i	11
CN1CCC(N(C)C(=O)COc2ccccc2-c2ccccc2)CC1	0%	i	2	-5%	5%	0.0	-2%[57.5 µM]	u
Cc1ccccc1C(=O)NC(=S)N(CCO)Cc1ccccc1	1%	i	-2	14%	-9%	-5.3	-8%	-19
CCC1CCCCN1CCCNC(=O)Cn1c(=O)c2cccn2c2ccccc21 (centres undefined)	-4%	i	0	2%	-4%	-2.8	i	-1
Cc1ccc(COc2ccc(S(=O)(=O)N3CCCC3)cc2C(N)=O)cc1	1%	i	1	8%	6%	-2.1	i	19
Cc1cc(C)cc(N2CCCn3c2nc2c3c(=O)n(CCN3CCOCC3)c(=O)n2C)c1	-3%	i	9	10%	0%	1.2	i	25
O=C(O)C1CC(=O)N(Cc2ccc(F)cc2)C1 (centres undefined)	2%	i	1	5%	2%	-1.2	i	5
O=C(C[n+]1ccn(CCCNP2(=O)C=C(c3ccccc3)OC(c3ccccc3)=C2)c1)c1cccs1	2%	i	-10	3%	2%	-0.7	-3%	-6
Cc1cc(Nc2c(C)n(C)n(-c3ccccc3)c2=O)n2c(nc3ccccc32)c1C#N	-1%	i	1	14%	-2%	-1.9	2%	11
CN1C2CCC1CC(NS(=O)(=O)c1ccc(C#N)cc1)C2 (centres undefined)	-4%	i	-1	-4%	1%	-1.2	-14%	9
O=C(c1ccc2c(c1)OCO2)N1CCN(S(=O)(=O)N2CCCCC2)CC1	2%	i	15	7%	3%	-3.4	i	-4
COC(=O)C1=CN(c2ccc(OC)cc2OC)C(N)=C(C#N)C1c1ccccc1F (centres undefined)	x	i	-2	-6%	3%	x	-3%	-2
CCOC(=O)C1(C)CCN1C(=O)c1ccc(Cl)cc1Cl (centres undefined)	x	i	3	4%	0%	2.0	i	14
Cc1ccc(C)c(NCCC#N)c1	0%	i	-1	2%	9%	-0.6	i	9
N#CCC(=O)Nc1ccc(C(=O)OCC(=O)Nc2ccccc2Sc2ccccc2)cc1	-12%	i	4	5%	u	1.3	-24%	-4

More records follow:
SMILES	Mm-Cpn inhibitor	Akt phos inh	DRD3 agonist	EPAC2 agonist	EPAC2 antag	CCT modulator	PTHR1 agonist	D3 antag
COc1ccc(/C=C/c2nc(S(=O)(=O)c3ccccc3)c(NCCCN(C)C)o2)cc1OC	1%	i	-7	0%	6%	0.1	-14%	7
CC1(C)CC(=O)C=C(c2cccc(OC(=O)c3ccc(Br)cc3)c2)C1=O	x	i	-1	15%	7%	-0.2	-34%	-15
Cc1cc(C)c(C(=O)COC(=O)C2CCN(c3ccc(C(F)(F)F)cn3)CC2)c(C)c1	0%	i	-3	-3%	-10%	-1.6	-1%	0
CC(=O)c1ccc(NS(=O)(=O)c2ccccc2)cc1	2%	i	-3	8%	1%	-0.5	i	12
O=C(c1ccc(S(=O)(=O)N2CCOCC2)cc1)N1CCN(c2ccccc2)CC1	-8%	i	9	7%	-6%	-7.0	-8%[57.5 µM]	8
Cc1ccc(NC(=O)c2ccc(Cl)c(S(=O)(=O)N3CCc4ccccc43)c2)nc1	x	i	-7	2%	-11%	-0.4	-90%[inhibitor]	-9
O=C(N/N=C/c1cccs1)[C@H]1C[C@@H]1c1ccccc1	0%	i	-1	4%	22%	0.6	-17%	-2
Cn1ccsc1=NC(=O)c1ccc(S(C)(=O)=O)cc1	2%	i	11	8%	7%	-0.9	i	7
O=C(NCc1ccccc1)/C(NC(=O)c1ccccc1)=C(/Sc1ccccn1)c1ccccc1	-1%	i	-1	-15%	0%	-1.9	i	7
Cc1ccc(CNC(=O)CN(C)S(=O)(=O)c2ccc(F)cc2)cc1	x	i	1	1%	-8%	-1.3	-17%	15
NC(=S)NNC(=O)c1ccccc1	-3%	i	5	-4%	1%	1.7	i	22
Cc1cc(C(F)F)nn1CC(=O)NC1C(=O)N2C(C(=O)O)=C(CSc3nnnn3C)CSC12 (centres undefined)	-3%	i	18	-8%	10%	1.7	i	14
CC(C)C[C@H]1CN(CCCC[C@@H]2CNC(=O)C(=O)N2Cc2ccccc2)C(=O)C(=O)N1CC1CCCCC1	x	i	-12	7%	-4%	2.1	-6%	-22
Cc1ccc(N2CC(C(=O)NC3=NCCS3)CC2=O)cc1 (centres undefined)	-2%	i	0	2%	11%	-0.8	i	25
CNC(=O)c1cc2c(s1)CCCCCC2	1%	i	-3	-2%	7%	-0.3	-27%	-9
COc1cccc(NC(=O)c2cccc(N3C(=O)C4C5C=CC(C5)C4C3=O)c2)c1 (centres undefined)	0%	i	-1	7%	-12%	-0.8	-36%[inhibitor]	-10
O=C1C(=NO)CCCc2ccccc21	x	i	0	6%	7%	-2.2	i	-14
C[C@H](CO)N1C[C@H](C)[C@@H](CN(C)Cc2ccncc2)Oc2c(NS(=O)(=O)c3cccs3)cccc2C1=O	-1%	i	2	5%	4%	-0.1	i	9
Cc1cccc(CC(=O)N2CCOCC2)c1	-2%	i	-2	10%	-4%	-4.2	-24%	-1
O=C(COc1coc(CN2CCc3ccccc32)cc1=O)Nc1ccc([N+](=O)[O-])cc1	2%	i	-1	-8%	5%	-1.3	-4%	-8
CC(C)Cn1c(SCC(=O)NCCCN2CCCC2=O)nc2ccccc21	2%	i	-9	0%	-12%	-0.3	-7%	-9
CCN1C(=O)CC(NCc2ccc(S(N)(=O)=O)cc2)C1=O (centres undefined)	1%	i	2	-1%	-1%	-0.8	-12%	12
CC(C)(C)CC(=O)NC(=S)NCCc1ccccc1	-2%	i	-23	10%	-8%	-0.4	-2%[57.5 µM]	u
CC(OC(=O)CCc1cc(C(C)(C)C)c(O)c(C(C)(C)C)c1)C(=O)NC1CC1 (centres undefined)	-1%	i	-4	6%	-9%	-0.7	0%	2
O=C(N/N=C/CCc1ccccc1)c1ccccc1	-1%	i	-17	8%	-11%	-1.7	i	-26

Later entries.
SMILES	Mm-Cpn inhibitor	Akt phos inh	DRD3 agonist	EPAC2 agonist	EPAC2 antag	CCT modulator	PTHR1 agonist	D3 antag
CC(c1nc2ccccc2[nH]1)n1c(=O)c(-c2ccco2)nc2ccccc21 (centres undefined)	x	i	-7	7%	3%	x	i	5
CCN(C(=O)CSc1nnc(-c2ccc(C)cc2)n1N)c1c(N)n(Cc2ccccc2)c(=O)[nH]c1=O	-4%	i	6	-3%	5%	1.5	-8%	1
COC(=O)c1cc(C(=O)OCC(=O)NC2CCCCCCC2)cc([N+](=O)[O-])c1	-3%	i	2	13%	-1%	-5.2	-16%	1
Cn1c(-c2cccc([N+](=O)[O-])c2)cnc1NCc1cccc(F)c1	0%	i	-11	-2%	8%	-19	i	-18
COC(=O)c1ccc(NC(=O)C2CC3CCC2C3)cc1 (centres undefined)	x	i	4	20%	-4%	-0.7	-3%	-16
Cc1ccc2nc3ccc(N4CCCC4)nn3c(=O)c2c1	-3%	i	4	-6%	-3%	-0.7	-19%[57.5 µM]	-10
Cc1ccc(NC(=O)CN2C(=O)c3ccccc3S2(=O)=O)cc1C	-1%	i	0	4%	-13%	-1.8	-24%	-7
CCC1Sc2ccc(S(=O)(=O)Nc3ccc(OC)cc3)cc2NC1=O (centres undefined)	1%	i	1	10%	-6%	-2.4	-39%[inhibitor]	-6
CCOC(=O)N1CCC(NC(=O)c2cc(S(=O)(=O)N3CCOCC3)ccc2F)CC1	0%	i	11	11%	11%	-3.2	i	15
O=C(NCCN1CCOCC1)c1cn(-c2ccccc2)nc1-c1cccs1	-4%	i	-10	-6%	8%	-1.3	i	-7
COc1ccc(C(CNC(=O)c2oc3cc(Br)ccc3c2C)N2CCCCC2)cc1 (centres undefined)	-10%	i	-14&-21	1%	-2%	1.4	i	-86*
Cc1ccc2c(c1)N(CC(=O)NCc1cccs1)C(=O)C(C)O2 (centres undefined)	2%	i	-3	3%	1%	-0.9	i	5
O=C(Nc1nccs1)c1ccc(Cl)c([N+](=O)[O-])c1	2%	i	-2	13%	-7%	-2.5	-3%	6
COc1ccc(C(=O)OCC(=O)Nc2nc3c(F)c(F)c(F)cc3s2)cc1OC	-6%	i	7	0%	3%	-0.3	i	9

Four compounds from above, sorted by number of heavy atoms, low to high.
SMILES	Mm-Cpn inhibitor	Akt phos inh	DRD3 agonist	EPAC2 agonist	EPAC2 antag	CCT modulator	PTHR1 agonist	D3 antag
O=C(Nc1nccs1)c1ccc(Cl)c([N+](=O)[O-])c1	2%	i	-2	13%	-7%	-2.5	-3%	6
COC(=O)c1ccc(NC(=O)C2CC3CCC2C3)cc1 (centres undefined)	x	i	4	20%	-4%	-0.7	-3%	-16
Cc1ccc2nc3ccc(N4CCCC4)nn3c(=O)c2c1	-3%	i	4	-6%	-3%	-0.7	-19%[57.5 µM]	-10
COC(=O)c1cc(C(=O)OCC(=O)NC2CCCCCCC2)cc([N+](=O)[O-])c1	-3%	i	2	13%	-1%	-5.2	-16%	1

The list is partial, so the mix of outcomes need not match the whole.
